From PubChem
UGM FP inh: M. tuberculosis UGM enzyme inhibitors, primary screen, biochemical, fluorescence polarization, single point. purified UGM, fluorescence polarization probe displacement. inhibition, % at 10 µM. actives 0.06% (n = 320,000); in the data active = inhibition above about 10%, passing the limit was not always enough; inconclusive = no clear call, values can overlap the other calls
Target sequence (P9WIQ1 whole entry, looked up): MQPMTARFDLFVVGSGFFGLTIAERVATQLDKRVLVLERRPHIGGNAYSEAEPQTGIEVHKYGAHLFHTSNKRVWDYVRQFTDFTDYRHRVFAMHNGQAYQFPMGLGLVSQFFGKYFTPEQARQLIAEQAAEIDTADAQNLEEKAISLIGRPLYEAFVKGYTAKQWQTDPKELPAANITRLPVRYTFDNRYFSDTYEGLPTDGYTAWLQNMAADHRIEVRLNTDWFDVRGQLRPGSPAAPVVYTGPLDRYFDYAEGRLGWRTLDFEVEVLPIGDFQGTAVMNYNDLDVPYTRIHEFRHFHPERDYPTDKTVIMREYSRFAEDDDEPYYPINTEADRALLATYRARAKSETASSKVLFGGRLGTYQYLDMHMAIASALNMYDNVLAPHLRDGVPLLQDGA
Y pestis TopoI: Yersinia pestis topoisomerase I inhibitors, primary screen, biochemical, cleavage product accumulation, plate reader, single point; DNA topoisomerase I (Yersinia pestis CO92); Y. pestis Topo-I cleavage product accumulation; activity, % at 10 µM; actives 0.064% (n = 360,000); in the data active = activity above about 50%, passing the limit was not always enough; inconclusive = no clear call, values can overlap the other calls; note: inactives centre near 2
FBA Mtb inh: Mtb FBA enzyme inhibitors, primary screen, biochemical, fluorescence, strain H37Rv. inhibition, % at 1 µM. actives 2.3% (n = 360,000). Fructose-bisphosphate aldolase (Mycobacterium tuberculosis (strain ATCC 25618 / H37Rv)), …. purified M. tuberculosis FBA, fluorescence read-out; in the data active = inhibition above about 27%;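 note: 0% = vehicle and 100% = reference inhibitor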
Target sequence (P9WQA3 whole entry, looked up): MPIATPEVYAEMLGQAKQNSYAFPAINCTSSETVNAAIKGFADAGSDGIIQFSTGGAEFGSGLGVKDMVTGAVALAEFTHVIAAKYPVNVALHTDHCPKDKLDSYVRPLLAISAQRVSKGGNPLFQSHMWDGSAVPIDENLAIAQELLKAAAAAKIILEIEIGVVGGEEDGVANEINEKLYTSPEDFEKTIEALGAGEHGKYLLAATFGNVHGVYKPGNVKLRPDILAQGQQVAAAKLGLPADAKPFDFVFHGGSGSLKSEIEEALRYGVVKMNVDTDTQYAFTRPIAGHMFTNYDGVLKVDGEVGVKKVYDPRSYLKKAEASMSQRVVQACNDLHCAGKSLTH
TcdB inh: TcdB glycohydrolase inhibitors, primary screen, biochemical, single point, plate reader | inhibition, % at 9.99 µM | TcdB glycohydrolase enzymatic assay | Toxin B (Clostridioides difficile), P18177 | actives 0.24% (n = 350,000); in the data active = inhibition above about 10%
BioA inh: M. tuberculosis BioA enzyme inhibitors, primary screen, biochemical, plate reader, single point, HTS. AID 602481, 2012. actives 0.096% (n = 360,000). purified M. tuberculosis BioA enzyme. inhibition, % at 9.99 µM; in the data active = inhibition above about 40%; inconclusive = no clear call, values can overlap the other calls
FadD28 FP inh: inhibitors of FadD28 bisubstrate probe binding, primary screen, biochemical, fluorescence polarization, single point. inhibition, % at 12.5 µM. actives 0.22% (n = 360,000); in the data active = inhibition above about 8.5%, passing the limit was not always enough; inconclusive = no clear call, values can overlap the other calls
BH1578 lux ind: inducers of Vibrio cholerae quorum light production without autoinducers, primary screen, BH1578 luxS cqsA deficient, single point. V. cholerae BH1578 lux reporter, luminescence, 6 h. activation, % at 18.7 µM. actives 0.16% (n = 350,000); in the data active = activation mostly above about 9.7%, no sharp cut-off; inconclusive = no clear call, values can overlap the other calls; inactive = mostly below about 3.7%; note: not every result past the cut was called active; inactives centre near 0; reference of the scale not given here
PfHsp40 yeast: rescue of yeast from PfHsp40 toxicity, primary screen, S. cerevisiae, ATP luminescence. actives 0.68% (n = 340,000). growth rescue, % at 12.5 µM. AID 504582, 2011. S. cerevisiae expressing PfHsp40, growth rescue; in the data active = growth rescue above about 28%, passing the limit was not always enough; inconclusive = no clear call, values can overlap the other calls;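 note: yeast W303a lacking pdr1 and pdr3 grown in galactose medium; growth measured after three days at 30 °C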
GDH-TPI counter: GDH-TPI coupling enzyme inhibitors, primary screen, artefact control for M. tuberculosis FBA inhibitor project, biochemical, absorbance, full deck. GDH-TPI coupled enzyme counterscreen, NADH absorbance. inhibition, % at 4.8 µM. actives 1.2% (n = 360,000); in the data active = inhibition above about 30%;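 note: 0% = DMSO wells and 100% = wells lacking the enzyme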
* marks the source's active call; other numbers are inactive results; i = inactive; ? = inconclusive; / = no result given; & = joins results of further samples.

The first 6 compounds, ahead of the listing:
Values run as follows: UGM FP inh	Y pestis TopoI	FBA Mtb inh	TcdB inh	BioA inh	FadD28 FP inh	BH1578 lux ind	PfHsp40 yeast	GDH-TPI counter
- Cc1cc(C)n(-c2nc3ccccc3n3nnnc23)n1
    1.6	-1	0	/	-0.9	-0.2	i	0.3	9
- CSc1nc(Oc2ccc(C)cc2)cc(C(F)(F)F)n1
    4.1	1	1	/	-1.3	-3.7	-0.3	-1.1	-6
- CCOC(=O)/N=C(/NC(=O)Nc1ccc(C(=O)OCC)cc1)OC
    0.3	-5	-1	/	-5.3	-0.6	i	-0.1	2
- COC(=O)c1ccc2c(c1)N(Cc1nc(-c3ccc(Cl)cc3)oc1C)C(=O)C1CCCN21 (centres undefined)
    0.1	-6	2	1.7	-1.5	-4.8	2.3	-0.3	-5
- CC(C)N(CCNC(=O)c1oc(=O)c2ccccc2c1-c1ccccc1)Cc1ccco1
    -1.4	9	-3	0.5	0.2	-3.8	-0.4	-0.7	6
- Cc1ccc([C@H]2C[C@@H](O)[C@H](n3cc(COC(=O)c4ccccc4)nn3)CN2CC2CCCCC2)cc1
    /	20	3	0.9	2.1	-1.5	-0.2	/	3

All compounds of this part, from the start:
Values run as follows: UGM FP inh	Y pestis TopoI	FBA Mtb inh	TcdB inh	BioA inh	FadD28 FP inh	BH1578 lux ind	PfHsp40 yeast	GDH-TPI counter
- Cc1cc(C)n(-c2nc3ccccc3n3nnnc23)n1
    1.6	-1	0	/	-0.9	-0.2	i	0.3	9
- CSc1nc(Oc2ccc(C)cc2)cc(C(F)(F)F)n1
    4.1	1	1	/	-1.3	-3.7	-0.3	-1.1	-6
- CCOC(=O)/N=C(/NC(=O)Nc1ccc(C(=O)OCC)cc1)OC
    0.3	-5	-1	/	-5.3	-0.6	i	-0.1	2
- COC(=O)c1ccc2c(c1)N(Cc1nc(-c3ccc(Cl)cc3)oc1C)C(=O)C1CCCN21 (centres undefined)
    0.1	-6	2	1.7	-1.5	-4.8	2.3	-0.3	-5
- CC(C)N(CCNC(=O)c1oc(=O)c2ccccc2c1-c1ccccc1)Cc1ccco1
    -1.4	9	-3	0.5	0.2	-3.8	-0.4	-0.7	6
- Cc1ccc([C@H]2C[C@@H](O)[C@H](n3cc(COC(=O)c4ccccc4)nn3)CN2CC2CCCCC2)cc1
    /	20	3	0.9	2.1	-1.5	-0.2	/	3
- CC(=O)CN1Cc2ccccc2/C1=N\C(=O)Nc1ccccc1
    0.2	4	-1	/	-0.7	-0.9	i	1.8	6
- Cc1noc(C)c1S(=O)(=O)N1CCCC(C(=O)NCc2ccccc2Cl)C1 (centres undefined)
    -0.8	4	1	0.6	13	-2.5	3.1	0.3	-1
- Cc1cc(/C=C2\C(=O)NC(=O)N(c3ccc(Br)cc3)C2=O)c(C)n1-c1cc(C(=O)O)cc(C(=O)O)c1
    1.8	-7	0	-1.2	-1.8	6.8	0.3	6.8	6
- O=C(Nc1nc2c(F)cc(F)cc2s1)c1ccco1
    2.4	-1	11	0.7	-1.6	0.0	i	-0.5	19
- O=C(CN1C(=O)C2CC=CCC2C1=O)Nc1nccs1 (centres undefined)
    1.4	-7	-2	/	/	0.4	-0.4	-0.5	6
- CCN1C(=O)C(CC(=O)Nc2ccc(OC)cc2)N(CCc2ccc(F)cc2)C1=S (centres undefined)
    -1.4	-4	-3	0.7	6.7	-3.1	12	3.8	4
- CCc1cc2ccccc2nc1SCC(=O)Nc1cc(OC)c(OC)cc1C(=O)O
    7.3	0	15	/	/	-1.6	0.3	0.0	0
- Cc1ccc(/C(O)=C2\C(=O)C(=O)N(CCN(C)C)C2c2ccccc2F)cc1 (centres undefined)
    -1.3	4	0	/	-22	-3.4	i	-0.5	23
- C=CCOc1ccc(/C=C/C(=O)OC(C)C(=O)Nc2ccc(NC(C)=O)cc2)cc1 (centres undefined)
    -1.5	-2	1	3.3	0.0	-2.1	i	-1.4	2
- COc1cc(NS(=O)(=O)c2cc3c(cc2C)NC(=O)CO3)cc(OC)c1
    -1.1	-2	3	2.0	-1.1	-12	-0.2	-1.1	8
- OCCC1CN(Cc2cc3c(cc2Cl)OCO3)CCN1Cc1ccccc1 (centres undefined)
    2.6	9	-1	0.5	/	-4.9	-0.8	0.2	3
- COc1cc(/C=C/C(=O)OCC(=O)NCCC2=CCCCC2)ccc1O
    2.9	3	1	9.2	/	-2.2	-0.3	-1.3	10
- CCC(CCCO)CCC[C@H](C)CCC1OCCO1 (some centres undefined)
    1.7	3	7	0.3	6.9	-2.8	-0.4	0.2	16
- NS(=O)(=O)c1ccc(NC(=O)COC(=O)c2c3c(nc4ccccc24)/C(=C\c2ccc4c(c2)OCO4)CCC3)cc1
    1.4	-1	0	-1.3	/	-1.7	i	-0.6	13
- COC(=O)C1=C(c2ccc(OC(F)(F)F)cc2)C[C@@H]2CC[C@H]1N2C(=O)NC1CC1
    0.2	6	1	1.2	1.0	-1.7	i	-0.8	1
- O=C(CN1CCSC1=NCc1ccccc1)c1ccc(Cl)cc1
    0.0	12	0	/	/	-2.1	-0.6	-2.8	4
- Cc1ccc(OCC(=O)NC2CCS(=O)(=O)C2)c([N+](=O)[O-])n1 (centres undefined)
    -0.8	2	0	0.9	0.7	-1.2	12	0.5	0
- O=C(NCCN1CCCC1)C1CCC(=O)N(CCCN2CCOCC2)C1 (centres undefined)
    0.0	1	1	0.4	-0.2	-9.3	i	-1.4	-1
- CCCCn1c(=O)c(C(=O)Nc2ccc(C)cn2)c(O)c2ccccc21
    -1.3	3	3	/	3.9	-0.4	-0.5	-1.0	0
- CC1CN(C(=O)CCN2C(=O)c3ccccc3C2=O)CC(C)O1 (centres undefined)
    -1.9	3	2	/	1.3	-1.3	3.6	4.4	-6
- CCC(C)C(CO)NCCCn1cnc2c(SC)ncnc21 (centres undefined)
    /	-11	2	0.8	-3.8	-2.4	-0.1	/	-1
- Cc1nnc2ccc(N3CCOCC3)nn12
    3.6	3	-1	-0.3	-1.5	0.1	/	-0.4	8
- COc1ccccc1NC(=O)CCN1CCN(Cc2ccccc2)CC1
    -2.7	9	3	3.3	/	-0.6	i	-0.2	2
- CCOC(=O)N1CCN(C(=O)c2cc(COc3ccc(F)cc3F)on2)CC1
    -0.5	6	3	0.1	0.3	-1.6	-1.1	-0.4	3
- CN(C(=O)CSc1ncnc2sccc12)c1c(N)n(Cc2ccccc2)c(=O)[nH]c1=O
    0.6	-1	1	0.8	/	-3.7	-3.6	-0.6	-2
- c1ccc2[nH]c(SCc3cn4ccccc4n3)nc2c1
    -0.6	4	4	0.4	/	-0.1	-0.4	0.4	5
- CCCCn1c(N)c(N(CC)C(=O)CCc2ccccc2)c(=O)[nH]c1=O
    0.9	7	-1	/	/	-0.2	0.3	-1.5	1
- CCOC(=O)C1CC(CN2C(=O)c3ccccc3C2=O)OC1=O (centres undefined)
    /	10	-2	1.5	1.3	-0.5	1.4	-1.1	-1
- CCN(CC(=O)Nc1ccc(NC(C)=O)cc1)C(=O)C1(c2ccc(Cl)cc2)CCC1
    /	5	4	2.8	0.4	-1.9	-0.3	/	8
- Cc1ccc(C(=O)NCCc2nnc3ccc(SCC(=O)Nc4c(C)cc(C)cc4C)nn23)cc1
    1.1	9	1	/	/	-3.1	i	-0.6	2
- O=C(c1ccc(Cl)cc1)C1CCCN(Cc2cccc3cccnc23)C1 (centres undefined)
    -1.4	13	-1	0.2	0.1	-0.2	-0.2	1.0	9
- O=C(c1cc2ccccc2o1)N1CC=C(c2ccccc2)CC1
    0.7	-5	8	0.0	/	-1.7	0.0	-0.2	6
- CCC(C)NS(=O)(=O)c1ccc(NC(=O)c2ccc([N+](=O)[O-])cc2Cl)cc1 (centres undefined)
    2.5	4	-2	4.4	/	0.7	-0.2	1.0	12
- O=C(CSc1nc(-c2ccco2)cc(C(F)(F)F)n1)N1CCSCC1
    -2.3	17	-2	/	4.4	-0.8	i	0.0	21
- N=c1c[n+](N2CCOCC2)[n-]o1
    -5.4&0.8	2	-2	-2.2	0.5	-1.7	i	-0.9	-5
- CSCC(=O)NS(=O)(=O)c1ccc(C)cc1
    3.2	3	2	1.5	1.5	2.4	4.5	-0.9	-3
- c1ccc(-c2noc(CSc3nnnn3C3CCCCC3)n2)cc1
    -0.6	48	-1	/	2.8	-4.1	-0.2	-0.6	10
- COc1ccc(CCNC2CC(=O)N(N(C)C)C2=O)cc1OC (centres undefined)
    0.4	-7	-5	2.5	-0.8	0.7	i	-0.4	1
- CN(C)S(=O)(=O)c1cccc(NC(=O)c2ccc(N3CCOCC3)c([N+](=O)[O-])c2)c1
    2.0	1	-3	1.7	/	-0.6	-0.2	1.2	-4
- CC(C)NC(=O)N(C)C[C@@H]1Oc2c(NS(=O)(=O)c3ccccc3)cccc2C(=O)N([C@@H](C)CO)C[C@@H]1C
    -3.7	5	1	-0.6&0.4	0.0&-0.6	-5.1	2.4	-1.2	-11
- Cc1ccc(S(=O)(=O)NC(=O)c2cc(C)n(CCCn3ccnc3)c2C)cc1
    0.6	-1	0	/	-1.2	0.5	/	-0.4	0
- CCC(Sc1ccc2nnc(-c3ccc(OC)c(OC)c3)n2n1)C(=O)O (centres undefined)
    6.6	0	4	1.6	6.8	0.8	-0.2	0.7	12
- COc1ccc(OC)c(NC(=O)CCN2CCN(C/C=C/c3ccccc3)CC2)c1
    0.8	11	2	0.9	15	1.7	i	-0.8	-1
- O=C(c1ccco1)N1CCN(C(=O)c2cnn(-c3cccc(F)c3)c2C2CCNCC2)CC1
    -0.6	1	1	-1.0	-0.9	-1.9	-0.3	-0.9	8
- C[C@H](CO)N1C[C@H](C)[C@@H](CN(C)S(=O)(=O)c2ccc(Oc3ccccc3)cc2)OCc2cnnn2CCCC1=O
    /	15	1	0.5&3.0&0.2	-2.6&4.0&-0.9	-1.9	-0.4	/	6
- Cc1occc1-c1nnc(SCC(=O)N2CCOCC2)n1CC(C)C
    -3.9	0	-4	/	-0.5	-2.2	/	1.0	4
- CN(C(=O)c1cn2ccccc2n1)c1c(N)n(Cc2ccccc2)c(=O)[nH]c1=O
    0.4	4	-1	2.9	/	-2.0	-0.7	/	-3
- CCc1cccc(NC(=O)CN2C(=O)NC3(CCCCCCC3)C2=O)c1
    4.8	0	1	/	-0.5	?	0.8	-2.0	1
- O=C(CSC(=S)N1CCCC1)N1CCN(S(=O)(=O)c2cccc(F)c2)CC1
    1.1	9	0	2.4	0.6	-0.1	i	-0.8	2
- CC1(c2ccccc2)NC(=O)N(CC(=O)Nc2ccccc2C(=O)NC2CC2)C1=O (centres undefined)
    -1.4	5	0	0.7	-0.2	-1.6	1.6	-1.0	14
- Cc1nc2ccccc2c(=O)n1NC(=O)c1ccc([N+](=O)[O-])cc1
    -0.9	9	-1	0.8	/	-0.5	i	-0.2	2
- Cc1[nH]c2ccc(C(=O)NCCCN3CCCCC3)cc2c1C
    -0.1	-5	4	0.6	-0.8	-1.3	-0.5	-1.5	9
- Cc1cc(C)n(S(=O)(=O)c2ccc(Cl)c(Cl)c2Cl)n1
    1.7	-11	0	/	-1.4	-1.9	-0.4	1.3	7
